# From PubChem
# TNF necrop inh: inhibitors of TNF-alpha triggered necroptosis, primary screen, cell-based, Jurkat FADD-/-, single concentration; Jurkat FADD-/- TNF necroptosis rescue, ATP luminescence, 24 h; 0 = TNF only, 100 = no-TNF cells; activation (protection from cell death), % at 10 µM; 220,000 compounds, 0.068% hits; AID 463075, 2010;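 active means activation, meaning protection from cell death, of at least 50% relative to plate controls; inactive means activation below 50%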;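 further: necroptosis triggered by 40 ng/mL TNF-alpha added together with compound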
# eIF4E 4G PPI: eIF4E–eIF4G protein interaction inhibitors, primary screen, biochemical, uHTS, TR-FRET, eIF4GI fragment. Eukaryotic translation initiation factor 4E (Mus musculus) + Eukaryotic translation …. TR-FRET eIF4E-eIF4GI(517-606) binding, 2 h. inhibition, % at 21.7 µM. 220,000 compounds, 0.37% hits;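 active means inhibition above about 30%, limit read from the data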;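 further: 0% = full FRET control wells and 100% = background wells lacking eIF4GI fragment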
# Mdm2 ligase inh: MDM2-luciferase reporter signal enhancers, primary screen, MDM2 E3 ligase inhibitor project, cell-based, luminescence, 1536-well. E3 ubiquitin-protein ligase Mdm2 (Homo sapiens), Q00987. cell-based MDM2 ubiquitination luciferase reporter, 2 h; 0 = plate control, 100 = twice control, blank-subtracted. signal enhancement, % at 5 µM. 210,000 compounds, 0.11% hits;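 active means signal enhancement of 30% or more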;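 further: luminescence tracks abundance of the self-degrading MDM2-luciferase fusion protein; higher signal means inhibition of MDM2 E3 ligase activity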
# Target sequence (Q00987 whole entry, looked up, the tested form may be a part): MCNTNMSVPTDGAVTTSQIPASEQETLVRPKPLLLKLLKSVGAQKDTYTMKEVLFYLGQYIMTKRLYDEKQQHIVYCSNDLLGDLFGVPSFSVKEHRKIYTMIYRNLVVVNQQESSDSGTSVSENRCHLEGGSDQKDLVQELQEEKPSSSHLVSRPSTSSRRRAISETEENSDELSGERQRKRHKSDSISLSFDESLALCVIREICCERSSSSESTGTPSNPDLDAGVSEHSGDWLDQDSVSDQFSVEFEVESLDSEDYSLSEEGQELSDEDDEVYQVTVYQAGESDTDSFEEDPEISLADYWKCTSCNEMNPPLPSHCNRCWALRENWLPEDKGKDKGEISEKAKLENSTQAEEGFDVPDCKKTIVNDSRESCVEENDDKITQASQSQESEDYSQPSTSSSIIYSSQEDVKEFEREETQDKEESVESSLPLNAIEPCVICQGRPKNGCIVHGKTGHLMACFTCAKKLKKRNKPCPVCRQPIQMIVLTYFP
#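 Assay system: stable mammalian line carrying autodegrading MDM2–luciferase fusion reporter; Input: 2000 cells in each well; Compound dosing: single-point 5 µM; Schedule: 2 h compound exposure at 37 °C; Signal: SteadyLite luciferase luminescence after 15 min room-temperature reagent incubation; Evaluation: % luminescence enhancement versus blank-corrected plate control mean; Benchmarks: plate controls and plate blanks.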
# L929 necroptosis: inhibitors of zVAD-triggered necroptosis, primary screen, L929 cells; L929 zVAD necroptosis rescue, ATP luminescence, 24 h; with zVAD 60 µM; viability rescue, % at 10 µM; 220,000 compounds, 0.38% hits;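 active means activation, scaled between plate controls, above about 75%, limit read from the data; inactive means activation under that limit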;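 further: 0% = zVAD with DMSO and 100% = DMSO alone without zVAD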
# Cl transport mod: KCC2 cotransporter modulators, thallium flux, primary screen, cell-based, HEK293 KCC2, FluoZin-2 fluorescence, MLSMR | Solute carrier family 12 member 5 (Homo sapiens), Q9H2X9 | KCC2 cells, thallium flux FluoZin-2 fluorescence | B-score of Tl+ flux slope (higher = more flux/activation; lower = inhibition) at 10 µM | 190,000 compounds, 2.2% hits | AID 1456, 2008;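 active means thallium flux slope and its plate-corrected score both differing from the plate sample mean at a set confidence after two filtering rounds, in either direction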;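 further: slope of fluorescence scaled to starting intensity during 10 to 20 s after thallium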
# m-calpain inh: inhibitors of pig calpain II, primary screen, biochemical, fluorogenic peptide substrate, 1536-well. purified calpain II, 30 min. inhibition, % at 16 µM. 220,000 compounds, 0.37% hits. AID 1236, 2008;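 active means inhibition above about 50%, limit read from the data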
# PERK inhibitor: block of dimerizer-induced PERK translation repression, primary screen, PERK inhibitor project, CHO PERK-DD cells, SEAP luminescence, HTS; inhibition, % at 5.6 µM; 220,000 compounds, 0.17% hits; Eukaryotic translation initiation factor 2-alpha kinase 3 (Homo sapiens), Q9NZJ5; CHO PERK-DD fusion, SEAP luminescence translation reporter; AID 1416, 2008;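 active means inhibition above the mean inhibition of all tested compounds plus 3 SD, set separately per screening campaign, cut at about 2.9% in these data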;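 further: PERK kinase domain activated by AP20187 dimerizer at 100 nM; 0% = DMSO with dimerizer and 100% = rapamycin at 8.4 µM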
# EBV gp42 inh: Epstein-Barr virus gp42 inhibitors, primary screen, biochemical, uHTS, fluorescence polarization; Fluorescence polarization binding assay, mP read-out; inhibition, % (tested at 21.74 µM); 220,000 compounds, 0.42% hits; AID 1085, 2008; in the data active means inhibition above about 50%
# Target sequence (Q1HVG2 whole entry, looked up): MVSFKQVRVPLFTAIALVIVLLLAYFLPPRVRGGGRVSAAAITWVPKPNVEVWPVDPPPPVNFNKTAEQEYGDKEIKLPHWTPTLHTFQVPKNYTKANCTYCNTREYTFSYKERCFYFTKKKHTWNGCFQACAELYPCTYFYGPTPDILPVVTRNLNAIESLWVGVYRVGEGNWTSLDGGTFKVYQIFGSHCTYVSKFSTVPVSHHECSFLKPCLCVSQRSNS
# Rad51 HR inh: human RAD51 strand exchange inhibitors, primary screen, biochemical, fluorescence | hRad51 DNA strand exchange, fluorescence dequenching | inhibition, % at 10 µM | 200,000 compounds, 0.085% hits;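 active means inhibition above 40% at the single screening dose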;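 further: 0% = DMSO control wells and 100% = blanks with heterologous ssDNA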
# Target sequence (Q06609 whole entry, looked up): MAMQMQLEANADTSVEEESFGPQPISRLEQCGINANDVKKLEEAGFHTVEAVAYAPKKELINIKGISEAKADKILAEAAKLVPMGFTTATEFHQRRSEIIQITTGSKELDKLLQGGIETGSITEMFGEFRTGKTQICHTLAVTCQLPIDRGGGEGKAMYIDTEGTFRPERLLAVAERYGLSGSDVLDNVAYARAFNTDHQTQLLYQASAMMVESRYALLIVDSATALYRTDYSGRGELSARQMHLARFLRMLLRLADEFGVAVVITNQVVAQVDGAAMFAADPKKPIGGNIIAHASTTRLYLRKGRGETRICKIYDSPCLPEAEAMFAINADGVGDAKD
#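 System: hRad51 filaments on single-stranded DNA; reagent: Fluorescein- and BHQ1-tagged 47-mer duplex; compound dosing: one concentration, 10 µM final; timing: filaments 15 min 37 °C, then compound 30 min; measured by: fluorescein emission 520 nm, excitation 485 nm; benchmarks: per-plate controls and blanks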
# The depositor's hits bear a star; . = not tested or not shown; [ ] = dose if it differs, or a comment.
SMILES,TNF necrop inh,eIF4E 4G PPI,Mdm2 ligase inh,L929 necroptosis,Cl transport mod,m-calpain inh,PERK inhibitor,EBV gp42 inh,Rad51 HR inh
COC(C[C@H](O)C[C@@H](O)[C@@H](C)OCc1ccccc1)OC,-0.5,-3,17,0.5,1.7,-17,.,-13,9
CCN(CC)S(=O)(=O)c1cc([N+](=O)[O-])ccc1NNC(=O)Nc1ccc(Cl)c(Cl)c1,1.6,2,-16,2.8,-0.11,-27,-1.3,-7,6
CS(=O)(=O)c1ccc(C(=O)Nc2ccccc2N2CCOCC2)c(Cl)c1,0.5,-4,-26,1.0,0.11,-19,0.8,-7,-1
Cc1cc(Cl)c(S(=O)(=O)NCCC(=O)O)cc1OCC(N)=O,-1.2,-1,-4,1.0,0.83,-4,1.4,1,4
NS(=O)(=O)c1cccc(NC(=O)CSc2ccccn2)c1,0.7,5,-7,0.2,0.56,-23,0.3,-7,2
COCCOC(=O)c1[nH]c2c(c1C)C(=O)CC(c1cccs1)C2 (centres undefined),-8.5,-1,-2,-1.3,0.0056,0,0.4,10,2
CC(C)(C)NC(=O)CN(Cc1ccc2c(c1)OCO2)C(=O)CNC(=O)c1cccs1,1.8,6,-9,0.0,.,17,0.3,-1,4
COC(=O)C1Cc2ccccc2CN1C(=O)CCl (centres undefined),-3.3,5,-14,10,-0.038,-9,0.4,7,-4
CN(C)CC(=O)c1ccc(-c2ccccc2)cc1,0.3,-11,-12,-0.7,-0.21,-31,0.2,-3,-6
Cc1cc(C)nc(NS(=O)(=O)c2ccc(-n3cccc3)cc2)n1,-0.5,-4[fluorescence artefact?],-10,0.2,.,-64,0.8,-13,-9
CCSc1nnc(NC(=O)CSC2=NCCS2)s1,5.7,-3,7,18,1.1,-70,0.1,-24,1
O=C(Nc1cccnc1)c1ccc(COc2ccccc2Cl)o1,-1.3,3,-3,-0.2,-8.1*,14,0.4,-22,-1
CCCN1CCN(c2nc3c([nH]2)c(=N)ncn3CC(O)CO)CC1 (centres undefined),-4.2,13,-23,-0.2,0.78,-12,0.9,-1,-5
CC1=C(C)C(C)=C(C#N)C(=C(C#N)C#N)N1,-1.0,6,-3,-0.5,0.0047,-143,0.2,-27,8
COc1ccc(CN2CC(C(=O)NCCCN3CCN(C)CC3)CC2=O)cc1 (centres undefined),0.0,1,-27,-0.2,.,-10,2.3,-20,10
COc1ccc(C(=O)N[C@H](C(=O)OCc2cc(=O)oc3cc(C)ccc23)C(C)C)cc1,1.5,-2,4,0.3,-0.69,25,-0.5,-6,-57
CC(NC(=O)Nc1ccc(F)cc1)C(c1cccs1)N1CCCC1 (centres undefined),2.5,2,-16,0.8,1.5,-2,0.7,-5,5
CC1CC(NC2=NCCS2)CC(C)(C)C1 (centres undefined),-0.5,-2,-6,0.0,-0.078,-13,-1.2,-2,4
CC(C(=O)Nc1ccc([N+](=O)[O-])cc1)N1CCN(C/C=C/c2ccccc2)CC1 (centres undefined),3.9,0[fluorescence artefact?],-1,4.0,0.018,1,-0.8,-30,-6
O=Nc1ccc(NOC(=O)c2ccc(Br)cc2)cc1,0.2,-2,-7,0.6,0.98,26,1.6,-12,3

# Compounds shown so far containing two or more sulfur atoms (2):
SMILES,TNF necrop inh,eIF4E 4G PPI,Mdm2 ligase inh,L929 necroptosis,Cl transport mod,m-calpain inh,PERK inhibitor,EBV gp42 inh,Rad51 HR inh
NS(=O)(=O)c1cccc(NC(=O)CSc2ccccn2)c1,0.7,5,-7,0.2,0.56,-23,0.3,-7,2
CCSc1nnc(NC(=O)CSC2=NCCS2)s1,5.7,-3,7,18,1.1,-70,0.1,-24,1

# Back to the main list with the 2 entries that preceded the break.
SMILES,TNF necrop inh,eIF4E 4G PPI,Mdm2 ligase inh,L929 necroptosis,Cl transport mod,m-calpain inh,PERK inhibitor,EBV gp42 inh,Rad51 HR inh
CC(C(=O)Nc1ccc([N+](=O)[O-])cc1)N1CCN(C/C=C/c2ccccc2)CC1 (centres undefined),3.9,0[fluorescence artefact?],-1,4.0,0.018,1,-0.8,-30,-6
O=Nc1ccc(NOC(=O)c2ccc(Br)cc2)cc1,0.2,-2,-7,0.6,0.98,26,1.6,-12,3
Cc1nnsc1-c1onc(C)c1C(=O)Nc1cc(Cl)cc(Cl)c1,0.4,2,-13,-0.2,0.49,-22,-1.6,-2,22
Cc1nc2c(-c3ccc(F)cc3)c(C)nn2c(C)c1CCC(=O)N1CCOCC1,-0.8,2,-15,-0.4,-0.027,5,-0.5,-7,7
COC(=O)CNc1nc(-c2ccccc2F)nc2ccccc12,-0.3,-1,-11,3.3,-0.52,-2,0.2,-10,2
CCOC(=O)N1CCN(S(=O)(=O)c2ccc(OCC)c3ccccc23)CC1,0.7,9,-11,1.2,.,-33,-1.4,1,1
NC(=O)c1ccc(NC(=O)COc2ccc([N+](=O)[O-])cc2Cl)cc1,-0.1,4,-7,-0.6,-0.52,4,0.6,-14,-9
Nc1nc2ccccc2n1C(=O)c1ccco1,-0.3,5,-18,4.3,0.12,26,-0.1,-52,-18
c1cc2c3c(cccc3c1)NC1(CCCCCC1)N2,-3.4,-11[fluorescence artefact?],-2,8.2,0.0065,-213,1.0,-7,2
O=C(NCc1ccccc1)C(=O)Nc1nccs1,0.8,2,-23,-1.1,1.1,-18,1.7,-28,-25
CC(C)(C)C(=O)Nc1sc2c(c1C(=O)Nc1ccccn1)CCCC2,1.1,-1,-2,0.3,.,-130,1.9,-7,1
COc1ccccc1N1CCN(S(C)(=O)=O)CC1,-0.4,-4,11,-0.3,0.44,-2,0.9,-1,2
CCc1ccn2cc(-c3ccc4c(c3)OCO4)nc2c1,-5.9,-2,-85,0.1,-2.7,-255,-0.1,-19,2
Cc1ccc(NC(=O)CN(C)C(=O)CSc2nnnn2C)cc1,0.4,-4,-8,0.4,-0.12,-2,0.3,-11,8
Cc1ccc(NC(=O)c2cc(=O)c3ccccc3o2)cc1S(=O)(=O)N1CCCCC1,-1.5,1,-3,-0.6,-1,-33,0.7,10,-16
O=[N+]([O-])c1ccc(Sc2nc3ccccc3o2)c([N+](=O)[O-])c1,-26,1,21,0.9,0.23,-6,0.1,4,-2
N#CC1=C2SCN(c3ccccc3)CN2C(=O)CC1c1c(Cl)cccc1Cl (centres undefined),-1.4,-5,-17,0.7,-0.65,-11,1.2,-28,0
COc1ccccc1N/N=C(\C#N)C(=N)N1CCOCC1,-0.7,2,-5,3.5,1.3,-13,0.9,-22,2
CSc1cccc(NC(=O)CN(C)S(=O)(=O)c2ccc(C)cc2)c1,-1.1,4,3,0.0,-1.7,27,-0.7,-4,0
N#Cc1c(-c2ccc(Cl)cc2)ccn2nc(C3CCCCC3)nc12,2.2,-8,1,0.5,0.5,-46,0.3,-33,3
CCNC(=S)N1CCN(CC(=O)Nc2ccc(Br)cc2)CC1,2.7,0[fluorescence artefact?],0,-0.7,-0.28,15,0.5,-6,-7
Cc1[nH]nc2c1C(c1cn[nH]c1-c1ccc(F)cc1)C(C#N)=C(N)O2 (centres undefined),-2.1,7,.,2.5,-0.83,5,0.5,-22,-1

# Single records, from the list above.
# Cc1ccc(NC(=O)c2cc(=O)c3ccccc3o2)cc1S(=O)(=O)N1CCCCC1 as listed: TNF necrop inh = -1.5; eIF4E 4G PPI = 1; Mdm2 ligase inh = -3; L929 necroptosis = -0.6; Cl transport mod = -1; m-calpain inh = -33; PERK inhibitor = 0.7; EBV gp42 inh = 10; Rad51 HR inh = -16
# Cc1ccc(NC(=O)CN(C)C(=O)CSc2nnnn2C)cc1 as listed: TNF necrop inh = 0.4; eIF4E 4G PPI = -4; Mdm2 ligase inh = -8; L929 necroptosis = 0.4; Cl transport mod = -0.12; m-calpain inh = -2; PERK inhibitor = 0.3; EBV gp42 inh = -11; Rad51 HR inh = 8

# Entries above shown as hits in Cl transport mod:
molecule	eIF4E 4G PPI	Mdm2 ligase inh	Cl transport mod	m-calpain inh	PERK inhibitor	EBV gp42 inh	Rad51 HR inh
O=C(Nc1cccnc1)c1ccc(COc2ccccc2Cl)o1	3	-3	-8.1*	14	0.4	-22	-1

# The results go on.
SMILES,TNF necrop inh,eIF4E 4G PPI,Mdm2 ligase inh,L929 necroptosis,Cl transport mod,m-calpain inh,PERK inhibitor,EBV gp42 inh,Rad51 HR inh
CCc1ccc(Cc2cnc(NC(=O)C3=NCCN3)s2)cc1,-4.7,-2,1,-0.3,0.98,-12,0.5,0,1
CC(C)CCN1CCN(Cc2cccn2-c2nccs2)CC1CCO (centres undefined),1.1,4,-8,-0.8,.,15,0.0,-13,-4
COc1ccc(CN(Cc2cc3cc(OC)c(OC)cc3[nH]c2=O)C(=O)NC2CCCCC2)cc1,-0.4,8,1,-0.4,0.0013,-27,-0.3,-16,3
CC(=O)N1CCN=C1SCc1ccccc1F,1.9,4,-10,40,-1.1,-4,1.3,-11,2
Cc1cc(=O)n2nc(-c3ccccc3)sc2n1,-2.1,10,-25,0.0,.,-64,1.2,-21,-3
COc1cc(/C=N\N=C2/SC(CC(=O)O)C(=O)N2c2ccc(O)cc2)ccc1O (centres undefined),-2.3,-3[fluorescence artefact?],19,-0.2,.,20,0.6,-4,-8
CN1CCN(c2nc3c(c(=O)n(C)c(=O)n3C)n2CCSc2nc3ccccc3s2)CC1,1.3,1,-13,-0.1,0.56,17,0.9,-12,-6
O=C(CNCC1CCCO1)Nc1ccccc1N1CCCCCC1 (centres undefined),-0.5,15,-7,-0.4,-0.45,3,-0.7,-4,7
COCCN=c1scc(-c2ccc3c(c2)NC(=O)CO3)n1/N=C(\C)c1ccc(O)cc1,1.4,-3,-7,0.8,0.48,31,1.2,-7,-11
COc1ccc(C2/C=C\CN(C(=O)C3CCCC3)[C@H](Cc3ccccc3)C(=O)N2Cc2ccc(F)cc2)cc1 (some centres undefined),1.6,-8,5,-0.8,-0.55,0,.,-17,-6
CNC(=O)c1sc(-c2cccnc2)nc1C,-3.1,3[fluorescence artefact?],-4,0.2,-0.073,-13,0.4,-9,-8
COc1cc(OC)c2c(-c3ccccc3)cc(=O)oc2c1C(CCN1CCCC1)c1ccc2c(c1)OCO2 (centres undefined),-8.2,1,11,1.1,-0.32,-26,.,-8,7
N#Cc1c(SCc2ccc(Cl)cc2)sc(C(=O)c2ccccc2)c1N,-1.7,0,-21,34,-0.76,22,0.1,-22,3
O=[N+]([O-])c1ccccc1N/N=C/c1ccc2c(c1)OCO2,-4.7,-1,-41,-0.4,0.021,8,0.3,6,30
CCc1cccc(CC)c1NC(=S)Nc1ccc2cn[nH]c2c1,-5.2,-1,.,-0.5,.,-27,1.5,-33,-12
